Source: PubChem BioAssay
PDI inh = PDI (human) enzyme inhibition; P07237; PDI insulin aggregation turbidity, A650, 90 min; inhibition, % at 10 µM; hit rate 0.052% among 350,000;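 active means mean inhibition across replicates of 30% or more, whatever share of single replicates reach that level; inconclusive means mean inhibition below 30% while every single replicate reaches 30%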;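 further: absorbance from insulin aggregation driven by PDI reduction with DTT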
Target sequence (P07237 whole entry, looked up): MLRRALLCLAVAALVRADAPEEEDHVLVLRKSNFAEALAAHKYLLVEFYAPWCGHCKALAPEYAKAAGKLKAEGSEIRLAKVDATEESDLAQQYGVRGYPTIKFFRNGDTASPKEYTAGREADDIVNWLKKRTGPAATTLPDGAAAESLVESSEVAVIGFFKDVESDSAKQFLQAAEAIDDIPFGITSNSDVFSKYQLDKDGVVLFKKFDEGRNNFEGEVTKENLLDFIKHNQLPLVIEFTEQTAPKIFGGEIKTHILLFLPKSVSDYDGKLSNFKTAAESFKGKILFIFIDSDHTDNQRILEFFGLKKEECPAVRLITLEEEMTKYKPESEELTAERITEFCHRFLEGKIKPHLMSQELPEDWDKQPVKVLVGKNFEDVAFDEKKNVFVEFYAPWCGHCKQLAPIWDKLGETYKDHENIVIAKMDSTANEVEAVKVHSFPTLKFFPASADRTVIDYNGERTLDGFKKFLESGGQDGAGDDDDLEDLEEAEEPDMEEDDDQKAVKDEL
iPSC survival up = increases survival of single human iPS cells; hiPSC single-cell survival, ATPlite luminescence; 100% = ROCK inhibitor wells, 0% = DMSO; survival enhancement, % at 20 µM; hit rate 0.044% among 360,000; AID 602274; in the data active means survival enhancement above about 18%;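 further: cells exposed to compounds for 16 hours before the ATP read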
N-glyco inh = blocks N-linked glycosylation in D54 reporter cells. D54 ERlucT glycosylation luciferase reporter, 24 h; percent of 100 nM tunicamycin response. AID 588692. hit rate 0.23% among 360,000. reporter increase, % at 12.5 µM;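 active means mean luciferase reporter signal, scaled so untreated is 0 and the glycosylation-blocking control 100, at or above a set limit in every replicate; inconclusive means mean reaches the limit but not every replicate does; inactive means mean below the limit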;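 further: luciferase carries N-glycosylation sites so blocking glycosylation raises the light; 0% = median of neutral control wells and 100% = median of 100 nM tunicamycin wells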
ABCB6 inh 2 = inhibitors of human ABC transporter ABCB6. fluorescence ratio to DMSO, % at 10 µM. hit rate 0.19% among 360,000. Q9NP58. K562-ABCB6 porphyrin accumulation, flow cytometry, 1 h; active compounds read low;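 active means fluorescence ratio to DMSO below 75%, the collection mean minus 3 SD; inconclusive means too few cells collected in the well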;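 further: signal is porphyrin accumulated inside mitochondria; 100% equals median channel fluorescence of DMSO control wells; lower ratio means ABCB6 inhibition with less porphyrin fluorescence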
Exocytosis inh = blocks lytic granule exocytosis; TALL-104 LAMP-1 surface exposure, flow cytometry; cells stimulated with thapsigargin and PMA; inhibition, % at 10 µM; hit rate 0.66% among 360,000; AID 651702;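 active means inhibition above about 55%, limit read from the data; inconclusive means no clear call, values can overlap the other calls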
m5-HT2A agonist = mouse HTR2A agonism via beta-arrestin recruitment; P35363; CHO-K1 mHTR2A beta-arrestin complementation, luminescence; percent of 30 µM serotonin response; activation, % at 7.6 µM; hit rate 0.66% among 360,000; AID 624169;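 active means activation above a run cutoff, the mean activation of all tested compounds plus 3 SD, cut at about 14% in these data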;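 further: 0% = plate median of compound wells and 100% = 30 µM serotonin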
Target sequence (P35363 whole entry, looked up): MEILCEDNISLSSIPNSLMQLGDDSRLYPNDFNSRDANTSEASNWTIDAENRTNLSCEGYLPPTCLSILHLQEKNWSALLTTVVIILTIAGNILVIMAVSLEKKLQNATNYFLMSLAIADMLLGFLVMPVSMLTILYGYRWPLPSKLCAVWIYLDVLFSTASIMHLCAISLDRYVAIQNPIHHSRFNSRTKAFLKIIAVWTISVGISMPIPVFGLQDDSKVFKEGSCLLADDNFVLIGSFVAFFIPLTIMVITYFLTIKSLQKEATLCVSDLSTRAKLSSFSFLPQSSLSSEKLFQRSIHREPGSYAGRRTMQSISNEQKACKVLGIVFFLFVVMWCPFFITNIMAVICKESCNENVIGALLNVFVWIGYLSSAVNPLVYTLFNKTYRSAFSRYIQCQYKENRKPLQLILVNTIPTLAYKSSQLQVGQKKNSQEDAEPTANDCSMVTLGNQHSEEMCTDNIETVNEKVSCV
Cardio protect = modulators protecting cardiomyocytes from myocardial damage. H9c2 cardiomyocytes, H2O2 injury protection, ATPLite, 2 h. protection from H2O2 cell death, % at 20 µM. hit rate 0.63% among 360,000. AID 588492;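 active means compounds giving at least 50% protection of heart cells from peroxide-induced death in the single-dose screen, raw or plate-pattern-corrected value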;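 further: 0% = DMSO wells with peroxide and 100% = DMSO wells without peroxide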
aDG glyco act = alpha-DG glycosylation activation; Pro5-aDG cells, alpha-DG glycosylation AlphaScreen (IIH6); 0% Pro5, 100% B10-LARGE cell signal; activation, % at 10 µM; hit rate 0.22% among 360,000;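 active means activation of at least 8% versus controls, or a plate z-score of at least 8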;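 further: Pro5 are CHO cells carrying HIG-tagged alpha-DG that lacks glycosylation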
Vif inh = blocks HIV Vif function | AID 602346 | HEK293T cells, Vif self-association by quenched fluorescence, imaging, 24 h | inhibition, % at 7.49 µM | hit rate 0.35% among 340,000; in the data active means inhibition above about 50%, passing the limit was not always enough; inconclusive means no clear call, values can overlap the other calls; inactive means below about 31%; further: some results filed as inactive read as strong as hits
CaV13 ICDI inh = Primary screen for inhibitors of IQ motif and Ca2+-dependent inactivation inhibitor domain binding in CACNA1D, Förster resonance energy transfer in living cells, …; inhibition, % at 12.3 µM; hit rate 0.098% among 340,000; HEK cells, CFP/YFP FRET ICDI-IQ, plate reader, 10 min; percent FRET-ratio fall versus neutral wells;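 active means mean replicate inhibition of at least 30% and at least 1% of replicates passing that level; inconclusive means only one of the two criteria is met; inactive means neither criterion is met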;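 further: 0% = median of the neutral control wells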
* = called active by the depositor; u = inconclusive; x = not tested or not shown.

smiles	PDI inh	ABCB6 inh 2	aDG glyco act	Exocytosis inh	iPSC survival up	N-glyco inh	Vif inh	CaV13 ICDI inh	Cardio protect	m5-HT2A agonist
CCCCN(C(=O)C1=COCCO1)c1c(N)n(CCCC)c(=O)[nH]c1=O	1.8	94.0	-0.1	1.3	-0.5	2.8	3.8	-13.4	-3.2	7.8
CSCCC(NS(=O)(=O)c1ccccc1F)C(=O)NNC(=O)c1csc(N2CCOCC2)n1 (stereo unspecified)	-1.8	98.0	-0.2	-2.9	0.4	2.1	-2.8	-6.3	6.3	-0.4
O=CNC(n1cnc2c(N3CCOCC3)ncnc21)C(Cl)(Cl)Cl (stereo unspecified)	0.5	96.0	-0.1	-3.8	-0.5	1.5	13.1	0.7	-4.0	-4.9
C=CCSc1nnc(-c2ccccc2NC(=O)CC)c(=O)[nH]1	-4.5	94.0	-0.3	-0.1	-1.4	2.2	-0.1	2.1	6.4	-1.0
CCOC(=O)C(=N/O)/C(C)=N/NC(=O)C(=O)Nc1cc(Cl)ccc1Cl	2.2	97.0	0.0	77.9*	-0.4	5.9	-5.5	-5.0	10.5	-7.3
COc1ccc(-c2noc(CSc3nnc(CCc4ccccc4)n3-c3ccccc3)n2)cc1OC	-5.4	95.0	0.0	41.5	0.1	2.3	-8.0	-8.4	-5.0	-1.6
CCC1Sc2ccccc2N(CC(=O)NC2CC2)C1=O (stereo unspecified)	-1.8	97.0	0.1	-0.8	4.8	0.0	1.6	-4.4	-0.6	-0.7
Cc1ccc(SCC2(O)CCN(S(=O)(=O)c3ccc(Cl)cc3)CC2)cc1	15.1	88.0	0.3	2.7	-2.0	-2.6	-8.5	-3.6	-18.1	-3.0
COc1cc(/C=C/C(=O)N2CCN(CC(O)COc3ccccc3)CC2)cc(OC)c1OC (stereo unspecified)	15.4	103.0	-0.1	-1.9	1.2	4.9	-5.1	x	6.0	-6.1
CCOC(=O)Cc1csc2nc3sc(C)c(C)c3c(=O)n12	-14.5	88.0	0.1	-1.9	-0.1	-0.4	2.5	-2.9	5.0	4.7
O=C(COC(=O)c1ccccc1O)Nc1cc(S(=O)(=O)N2CCCCCC2)ccc1Cl	-4.2	92.0	-0.1	-0.3	-0.3	-2.0	25.5	-4.5	-5.3	2.8
CC(=O)Nc1ccc(CN2C(=O)C(C)ON=C2c2ccccc2-c2ccco2)cc1 (stereo unspecified)	1.2	104.0	-0.1	0.2	0.1	-3.3	0.4	-1.3	5.4	0.0
NC(=O)C1CCN(S(=O)(=O)c2ccc3c(c2)OCCO3)CC1	-4.2	98.0	0.1	-0.5	-0.4	2.0	2.0	-2.5	-0.5	-2.1
CC(=O)c1cc2c(cc1NC(=O)CN1CCN(c3ccc(F)cc3)CC1)OCO2	-82.6	95.0	0.5	1.0	-2.0	3.8	-5.0	x	-7.8	-1.3
Cc1cc(C)c(NC(=O)CSc2nc(COc3ccccc3)nc3ccccc23)c(C)c1	5.4	98.0	-0.2	0.8	-0.2	u	31.6	-7.8	-3.1	1.3
CCC/C=C/c1ccc(CN2C(CC(C)C)C(=O)N(Cc3cn(Cc4ccco4)nn3)CCS2(=O)=O)cc1 (stereo unspecified)	5.8	98.0	0.1	9.6	0.1	-2.2	-9.9	-3.6	-8.2	0.2
COc1cc(S(=O)(=O)NCC2CCCO2)ccc1Br (stereo unspecified)	-6.1	100.0	-0.2	-2.6	-2.3	1.1	1.4	-8.8	-0.3	0.8
Cc1ccccc1NS(=O)(=O)c1ccc(C(=O)OCC(=O)NCC(C)C)cc1	6.3	101.0	-0.2	10.8	-1.2	-1.5	1.1	1.7	1.0	-1.1
COc1ccc(-n2c3c(cc(C(=O)NNc4ccccc4)c2=O)C(=O)CC(C)(C)C3)cc1	1.0	95.0	0.5	6.3	-1.9	-1.2	3.9	-5.1	3.3	0.8
CCOC(=O)C1CCN(S(=O)(=O)c2cc(Br)cc3c2N(C(C)=O)C(C)C3)CC1 (stereo unspecified)	2.1	96.0	2.4	-0.2	-1.8	-0.1	18.2	-3.5	2.0	3.1
CCCCN1C(=O)C(=O)N(CC(=O)Nc2sc(CC)cc2C(=O)OCC)C1=O	0.1	100.0	0.2	-3.1	0.9	-1.3	-0.9	-4.1	2.4	8.0
CC(C)CCN1CCC[C@]2(N[C@H](c3ccc(C(F)(F)F)cc3)[C@@H]3C(=O)N(Cc4ccccc4)C(=O)[C@@H]32)C1=O	3.8	101.0	0.2	-0.9	-0.7	0.8	-4.0	-3.8	-6.5	-0.8
Cc1nc2ccc(S(=O)(=O)NCC(=O)NCc3ccc(Cl)cc3)cc2s1	8.7	93.0	0.0	-3.3	0.0	3.5	-3.0	-1.9	-2.3	-0.5
O=S(=O)(c1cccc(-c2cn3cc(Cl)ccc3n2)c1)N1CCOCC1	1.3	101.0	0.0	-3.2	7.6	2.0	-9.9	-8.0	2.7	3.2
COc1ccc(S(=O)(=O)N2CCCCC2)cc1NC(=O)c1cncc(Br)c1	-6.3	94.0	-0.1	5.0	-0.3	-5.7	20.3	-2.4	10.3	3.2
O=C(CNC(=O)c1cncc(Br)c1)Nc1ccc(F)c(F)c1F	13.3	100.0	0.0	1.7	-0.2	0.5	9.3	-3.0	3.5	4.7
Cc1cc(C)nc(N2CCCC(C(=O)Nc3ccc4c(c3)OCCO4)C2)n1 (stereo unspecified)	0.9	97.0	0.3	0.7	1.4	-1.3	-1.1	-4.3	6.1	1.6
O=C(O)C(=Cc1ccnc2ccccc12)C(=O)O	4.2	94.0	-0.2	6.1	-2.2	1.0	-5.8	-5.8	1.6	-0.8
CSc1nc(O)c(C(c2cccc([N+](=O)[O-])c2)c2c(O)nc(SC)[nH]c2=O)c(=O)[nH]1	-0.1	99.0	0.4	3.5	0.0	1.8	-4.3	-2.5	1.4	3.9
CCOc1ccc(/C=N/Nc2cc(=O)n(C)c(=O)n2C)cc1	-0.3	104.0	0.0	-0.9	4.4	2.8	-5.4	-3.9	8.5	-4.5
COCCN1C(=O)C(CC(=O)Nc2ccccc2)SC1=Nc1ccc(OC)cc1 (stereo unspecified)	7.0	101.0	-0.1	-3.6	-2.0	0.8	22.1	-4.2	16.2	-2.1
Cc1cc(C)n(-c2ccc(C(=O)OC(C)C(=O)Nc3ccc(C(N)=O)cc3)cc2)n1 (stereo unspecified)	-0.2	105.0	-0.1	-1.6	0.4	-0.2	-3.0	-6.3	-2.4	0.5
CC1=NN(c2ccccc2)C(=O)/C1=C\C=C\c1ccccc1	-2.3	93.0	-0.1	4.2	-0.2	10.6	10.2	-15.5	7.8	0.9
O=C(N/N=C/c1cc(Cl)ccc1O)c1ccccc1Br	-2.8	96.0	1.0	-2.2	-1.4	-0.4	-0.9	-4.9	76.6*	-13.0
CCCC(=O)N1CCCC1(C)C(=O)Nc1ccc(-n2cncn2)cc1 (stereo unspecified)	2.6	104.0	0.1	-6.1	3.6	2.4	19.7	-5.2	2.8	2.4
Nc1cc(=O)nc(SCC(=O)N2CCN(c3ccccc3)CC2)n1-c1ccc(F)cc1	2.6	102.0	0.0	-9.5	0.5	-2.0	7.8	x	-3.1	9.4
CCOc1ccc(-c2nc(C#N)c(NC3CC3)o2)cc1	-5.1	98.0	-0.1	-9.1	-0.3	0.3	0.8	x	-7.2	2.0
COC(=O)COc1ccc(S(=O)(=O)NCC2CCCO2)cc1Cl (stereo unspecified)	-1.1	105.0	-0.3	1.4	-0.1	1.0	9.7	-4.9	11.1	-0.9
COc1ccc(-c2nc3ccc(Br)cn3c2Cc2cccc(F)c2)cc1OC	x	90.0	-0.1	-6.7	-3.3	3.1	x	-3.7	-0.2	0.0
COc1ccc(N(C(C)C(=O)N/N=C/c2ccc(OCC(C)C)cc2)S(C)(=O)=O)cc1 (stereo unspecified)	-1.0	101.0	0.6	-3.7	-0.1	-2.6	-28.7	-5.6	-11.3	2.7
Cc1ccc(NC(=O)c2cc(NC(=O)c3ccccc3C(=O)O)ccc2N2CCCCC2)cc1	-2.6	100.0	-0.2	-1.3	-1.4	1.4	-5.0	9.9	3.9	-4.1
CC1=N/C(=C\c2ccc([N+](=O)[O-])cc2)C(=O)N1c1ccc(Cl)cc1	-5.3	101.0	-0.3	7.3	-2.2	3.2	17.4	-4.9	5.2	-6.5
CSc1nc(C=Nc2ccccc2Cl)c(O)n1Cc1cccc(Cl)c1	1.9	98.0	-0.2	9.5	1.9	1.5	-12.7	-16.9	7.4	7.5
CCOC(=O)[C@]12CCC=C1N(Cc1cccc3ccccc13)C(=O)[C@H](CC(=O)NCCc1ccccc1OC)C2	x	95.0	0.2	8.2	0.2	x	x	-1.6	x	-1.2
CC(C)CNC(=O)C(=O)NCc1ccccn1	-9.1	96.0	-0.2	6.3	0.8	-0.1	-1.9	3.5	10.7	-2.1
Cc1nn(C(=O)c2c(-c3ccccc3)noc2C)c(C)c1N=Nc1cc(C(F)(F)F)cc(C(F)(F)F)c1	-5.3	98.0	0.2	-5.3	-0.3	-1.6	-0.8	-2.9	-5.1	-3.1
Cc1ccccc1/C=N/NC(=O)Cn1nnc(N)n1	-1.8	101.0	-0.1	-2.0	3.0	6.1	-18.3	-5.0	6.4	-0.2
Oc1ccc(Cl)cc1-c1cc(-c2cccc(Br)c2)n[nH]1	-1.4	85.0	0.1	39.9	-4.6	-4.8	-3.1	-3.4	-14.4	-5.0
O=S(=O)(NCCCCCNS(=O)(=O)c1ccc(F)cc1)c1ccc(F)cc1	-0.6	90.0	0.0	0.3	-0.7	-3.3	-10.6	0.5	-6.8	-0.8
CC(=O)Nc1ccc(S(=O)(=O)NCC(=O)OCC(=O)N2CC(C)OC(C)C2)cc1 (stereo unspecified)	-11.9	101.0	-0.2	-2.4	0.0	-0.5	18.7	-5.7	9.1	2.6

Carrying on.
smiles	PDI inh	ABCB6 inh 2	aDG glyco act	Exocytosis inh	iPSC survival up	N-glyco inh	Vif inh	CaV13 ICDI inh	Cardio protect	m5-HT2A agonist
CO/N=C/CC(=O)c1ccc(OC)cc1	2.0	99.0	0.1	u	-0.8	3.1	14.8	-3.0	4.3	21.9*
CCc1c(C)sc2nc3c(C(=O)N4CCOCC4)cc(C(=O)c4cc(F)ccc4O)cn3c(=O)c12	10.4	97.0	1.1	-9.5	-0.2	-1.8	-2.5	-3.2	0.4	-0.8
CCOC(=O)CSc1nnc(CNC(=O)c2ccco2)n1C	-1.3	107.0	0.3	-0.8	-2.1	1.1	8.6	-5.4	-6.2	0.7
Cc1c(C(=O)NCc2cccc([N+](=O)[O-])c2)sc(=O)n1Cc1ccccc1F	4.6	94.0	0.0	0.4	0.6	-4.5	0.9	18.8	0.8	-4.0
O=C(NCc1ccc(F)cc1)C1CCN(S(=O)(=O)c2ccc(N3CCCC3=O)cc2)CC1	-1.5	94.0	0.5	3.4	-1.7	-2.8	x	-13.2	-10.2	2.4
